Source: PubChem BioAssay
MCF10A rereplic = induces DNA re-replication in MCF 10a normal breast cells; MCF 10A DNA re-replication, Hoechst nuclear intensity, 48 h; Potency, µM (titrated, usually from 46.1 µM), for the others: top-dose activity, positive = re-replication, usual class: activators; 350,000 tested, 2.9% active; further: potency means the concentration at half of the fitted maximal effect; % of control where 0% means no effect; nearly all actives have a fitted effect of over 50% in size
WRN helicase inh = WRN helicase (human) inhibition. Q14191. WRN helicase unwinding, fluorescent forked duplex, kinetic. Potency, µM (series often up to 114 µM), for the others: at the highest dose activity change, negative = inhibition, actives largely listed as inhibitors. 360,000 tested, 0.46% active; further: potency means the concentration at half of the fitted maximal effect; on the % scale 0 is the no-effect control and ±100 the full control effect; nearly all actives have a fitted effect of over 55% in size
Target sequence (Q14191 whole entry, looked up): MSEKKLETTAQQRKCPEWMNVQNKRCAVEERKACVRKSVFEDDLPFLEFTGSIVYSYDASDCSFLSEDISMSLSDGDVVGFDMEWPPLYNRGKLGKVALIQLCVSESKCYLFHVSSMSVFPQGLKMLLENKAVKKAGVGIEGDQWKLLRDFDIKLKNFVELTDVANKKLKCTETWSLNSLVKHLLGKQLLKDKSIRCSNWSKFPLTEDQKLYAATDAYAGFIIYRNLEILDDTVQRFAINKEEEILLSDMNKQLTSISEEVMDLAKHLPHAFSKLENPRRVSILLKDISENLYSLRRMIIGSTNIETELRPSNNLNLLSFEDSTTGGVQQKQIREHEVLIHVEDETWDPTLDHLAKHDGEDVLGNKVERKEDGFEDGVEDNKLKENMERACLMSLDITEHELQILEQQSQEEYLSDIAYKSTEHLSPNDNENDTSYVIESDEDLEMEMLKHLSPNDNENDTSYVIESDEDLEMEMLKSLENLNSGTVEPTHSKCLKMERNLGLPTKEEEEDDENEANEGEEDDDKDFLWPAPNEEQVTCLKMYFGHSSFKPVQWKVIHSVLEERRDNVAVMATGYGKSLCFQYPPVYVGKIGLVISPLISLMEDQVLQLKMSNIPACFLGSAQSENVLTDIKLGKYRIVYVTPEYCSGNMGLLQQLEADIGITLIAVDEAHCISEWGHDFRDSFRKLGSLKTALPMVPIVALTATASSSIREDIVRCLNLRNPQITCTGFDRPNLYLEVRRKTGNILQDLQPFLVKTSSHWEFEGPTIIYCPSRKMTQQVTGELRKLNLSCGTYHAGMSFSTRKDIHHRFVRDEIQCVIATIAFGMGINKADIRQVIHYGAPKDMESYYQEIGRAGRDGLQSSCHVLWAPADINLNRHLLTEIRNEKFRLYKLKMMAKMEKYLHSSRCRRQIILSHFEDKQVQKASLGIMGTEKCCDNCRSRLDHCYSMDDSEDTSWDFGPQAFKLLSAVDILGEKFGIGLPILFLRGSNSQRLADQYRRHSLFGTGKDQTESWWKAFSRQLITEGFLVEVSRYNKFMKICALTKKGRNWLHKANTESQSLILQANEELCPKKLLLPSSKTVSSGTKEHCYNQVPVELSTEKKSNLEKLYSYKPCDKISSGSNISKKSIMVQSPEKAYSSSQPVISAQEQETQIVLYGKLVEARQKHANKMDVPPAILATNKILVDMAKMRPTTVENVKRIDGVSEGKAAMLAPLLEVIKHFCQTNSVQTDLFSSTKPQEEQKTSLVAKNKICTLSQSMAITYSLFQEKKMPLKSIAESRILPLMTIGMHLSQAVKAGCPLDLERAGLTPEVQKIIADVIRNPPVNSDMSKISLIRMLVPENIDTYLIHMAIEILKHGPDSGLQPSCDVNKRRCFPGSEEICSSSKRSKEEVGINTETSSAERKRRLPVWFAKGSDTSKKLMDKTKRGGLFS
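Primary qHTS, 1536-well format. 20 nM WRN + compound, 15 min RT; start with 100 nM forked fluorophore/quencher duplex, 2 mM ATP (final); kinetic read ex 525/em 598 nm.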
ATXN2 expr inh = ATXN2 expression inhibition; HEK-293 ATXN2-luciferase reporter, luminescence, 24 h; Potency, µM (series often up to 57 µM), inactives show at the top dose activity change, negative = inhibition, most hits filed as inhibitors; 360,000 tested, 0.72% active; AID 1745845; further: potency means the concentration at half of the fitted maximal effect; on the % scale 0 is the no-effect control and ±100 the full control effect; nearly all actives have a fitted effect of over 55% in size
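qHTS (up to 57 uM final) was run with 24 h compound exposure of reporter cells at 37 °C. Each well was multiplexed: SteadyGlo luminescence measured ATXN2-luciferase expression after a fluorogenic Gly-Phe-AFC viability readout (25 uM final).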
KB-V1 MDR tox = KB-V1 MDR subline cytotoxicity. 400,000 tested, 3.4% active. KB-V1 MDR cells viability, CellTiter-Glo, 72 h. AID 1347076. Potency, µM (titrated, usually from 46.1 µM), inactives show at the highest dose activity change, negative = cytotoxicity, most hits filed as cytotoxic; further: potency means the concentration at half of the fitted maximal effect; on the % scale 0 is the no-effect control and ±100 the full control effect; nearly all actives have a fitted effect of over 60% in size
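In this primary screen, KB-V1 cells overexpressing P-gp are incubated with library compounds (lowest to highest concentration) for 72 h at 37 degrees C before a luminescent ATP viability read.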
KB-3-1 cytotox = kills parental KB-3-1 adenocarcinoma cells | KB-3-1 viability, CellTiter-Glo ATP luminescence, 72 h | Potency, µM (titrated, usually from 46.1 µM), for the others: at the top dose activity change, negative = cytotoxic, usual class: cytotoxic | 400,000 tested, 1.4% active; further: potency means the concentration at half of the fitted maximal effect; on the % scale 0 is the no-effect control and ±100 the full control effect; nearly all actives have a fitted effect of over 60% in size
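Cells are dispensed, compounds pinned in, plates held at 37 °C for 72 h, then CellTiter-Glo is added and luminescence read after 10 minutes. Cell line: parental KB-3-1 in phenol-red-free DMEM, 10% FBS.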
HT1080 IDH1KD tx = toxicity to HT-1080 IDH1 knockdown cells (counter line) | HT-1080 IDH1 knockdown viability, ATP luminescence, 48 h | Potency, µM (doses to about 46.1 µM), for inactives: at the highest dose activity, negative = toxicity, actives largely listed as cytotoxic | 360,000 tested, 2% active;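 further: potency means the concentration at half of the fitted maximal effect; 0% = DMSO wells and -100% = cell-free medium wells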
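CellTiter-Glo luminescence after 48 h compound exposure at 37 degrees C of IDH1-knockdown HT-1080 cells in 5% FBS RPMI. %Activity scaled between DMSO wells and cell-free media wells, with curves fitted and assigned curve classes.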
HT1080NT lethal = kills 2HG-producing HT-1080-NT fibrosarcoma cells; 360,000 tested, 1.6% active; AID 686970; Potency, µM (doses to about 46.1 µM), for the others: top-dose activity, negative = less viability, most hits filed as cytotoxic; HT-1080-NT fibrosarcoma viability, CellTiter-Glo ATP luminescence, 48 h;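 further: NT is the 2HG producing partner of a matched IDH1 knockdown line; potency means the concentration at half of the fitted maximal effect; 0% = DMSO-treated cells and -100% = media-only wells without cells; nearly all actives have a fitted effect of over 55% in size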
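Toxicity toward the 2HG-producing NT line was scored as %Activity, normalised to DMSO and no-cell wells, from CellTiter-Glo luminescence after 48 hours' treatment.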
IL1B secr inh = inhibitors of inflammasome signaling (IL-1 beta secretion) | THP-1 LPS/ATP IL-1B secretion, AlphaLISA, 16 h; active compounds read low | activity change, % at 57.5 µM | 360,000 tested, 4.7% active | AID 743279; in the data active means activity change below about -50%; inconclusive means mostly about -30% to -49%; further: on the % scale 0 is the no-effect control and ±100 the full control effect
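THP-1 cells pretreated 1 hr with compounds (up to 57.5 uM final), then stimulated with LPS (250 ng/mL final) plus ATP (1.25 mM final); secreted IL-1B measured by AlphaLISA after 16 hr, decreased signal indicating inhibition.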
SW480 rerep = induces DNA re-replication in SW480 colon adenocarcinoma cells. SW480 DNA re-replication, Hoechst DNA content imaging, 48 h. Potency, µM (highest dose often 46.1 µM), for inactives: at the top dose re-replication activation, actives largely listed as activators. 340,000 tested, 1.8% active. AID 624297; further: potency means the concentration at half of the fitted maximal effect; % of control where 0% means no effect; nearly all actives have a fitted effect of over 55% in size
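Quantitative HTS format with DMSO vehicle controls; 48 hr drug incubation at 37 C, then 40 min Hoechst staining and scanning imager measurement at 405 nm excitation.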
Numbers without * were called inactive; ? = inconclusive; . = no result given; [ ] = another dose, or the depositor's remark. Unless noted, the call rests on the fitted dose curve; in most records, active means well fitted curve in the direction sought with a large enough effect; inconclusive means small, poorly fitted or top-dose-only effect, or another doubt; inactive means no such curve, though single readings can be large; an effect the other way counts as inactive or inconclusive.

SMILES | MCF10A rereplic | WRN helicase inh | ATXN2 expr inh | KB-V1 MDR tox | KB-3-1 cytotox | HT1080 IDH1KD tx | HT1080NT lethal | IL1B secr inh | SW480 rerep
CCN(C(=O)c1cc(Cl)ccc1OC)c1ccccc1C | 9% | 7% | -9% | 1% | -11% | 4% | -3% | 29 | -1%
CCOc1ccc(CCNC(=O)Cc2ccc(NC(=O)C3=C(C)OCCS3)cc2)cc1 | 3% | -1% | . | -18% | -5% | 1% | -4% | -1 | -3%
COc1ccc2oc(C)c(C(=O)c3ccccc3)c2c1 | -27% | -9% | -19% | -11% | -8% | 10% | 3% | . | -45%[inhibitor]
O=C(CC(=O)N/N=C/c1ccc(Cl)cc1Cl)NCc1ccccc1 | 0% | 0% | -8% | ? | 1% | 0% | 0% | 4 | -7%
O=C(NC1CCCCNC1=O)c1ccco1 (stereo unspecified) | 7% | -1% | . | 2% | -1% | -1% | 0% | 4 | -7%
CCCCc1ccc(NC(=S)NCc2ccccc2OC)cc1 | 5% | 4% | 3% | 1% | 14% | 7% | 5% | -4 | -5%
CN(C)P(=O)(Nc1cccc2ccccc12)Nc1cccc2ccccc12 | 29% | 5% | -11% | 12µM* | -3% | 0% | 1% | 0 | -1%
Cc1cccc(CN2CCN(c3nc4nonc4nc3NC3CC3)CC2=O)c1 | -8% | 0% | 4% | -2% | 1% | 5% | 16% | 12 | -13%
Cc1nc2nc(SCC(N)=O)[nH]c2cc1Br | -3% | -4% | 6% | -14% | 4% | 0% | 0% | 24 | 2%
CCOc1ccc(NC(=O)NNC(=O)c2cccnc2)cc1 | 0% | -3% | 3% | 16% | 4% | 1% | -20% | 49 | -2%
C=CCOCCN(C)C1=NS(=O)(=O)c2cc([N+](=O)[O-])ccc21 | ? | 0% | -36% | -14% | ? | ? | -1% | ? | 9.2µM*
O=C1CSC(c2cn(-c3ccccc3)nc2-c2cccs2)N1CC1CCCO1 (stereo unspecified) | 9% | -9% | -3% | ? | -1% | -13% | -12% | -13 | 8%

Additional records
SMILES | MCF10A rereplic | WRN helicase inh | ATXN2 expr inh | KB-V1 MDR tox | KB-3-1 cytotox | HT1080 IDH1KD tx | HT1080NT lethal | IL1B secr inh | SW480 rerep
COc1cc(C(=O)N(Cc2ccco2)Cc2cc3ccccc3[nH]c2=O)cc(OC)c1OC | ? | 10% | 0% | ? | 2% | 1% | 7% | 1 | 2%
CCOc1ccc(C(=O)OCC(=O)NCCCc2ccccc2)cc1 | 9% | -6%[57.1 µM] | 0% | -2% | -1% | 3% | 0% | 7 | -42%[inhibitor]
COc1ccc(S(=O)(=O)NC2CCc3ccccc32)cc1OC (stereo unspecified) | -4% | 4% | -16% | -6% | -8% | -3% | -5% | 24 | -7%
Cc1cccc(OCC(O)CN2C(C)(C)CC(O)CC2(C)C)c1C (stereo unspecified) | -182%[0.0737 µM] | 10% | -5% | -2% | 0% | 4% | -1% | -22 | -6%
S=c1[nH]nc(COc2ccc3ccccc3c2)o1 | -8% | 1% | 15% | -7% | -3% | -4% | -4% | 6 | 5%
COCCNC(=O)CS(=O)(=O)Cc1nc(-c2ccc(C)cc2)oc1C | 6% | 1% | -7% | -2% | 2% | 6% | 0% | 6 | 0%
Cc1c(N)c(C(C)(C)C)cc(C(C)(C)C)c1[N+](=O)[O-] | 18µM* | -5% | ? | -12% | 3% | -27% | -14% | 12 | -66%[inhibitor]
O=[N+]([O-])c1ccc(Nc2nccc(Cl)n2)cc1 | ? | -3% | 3% | -17% | -2% | ? | -19% | . | -33%[inhibitor]
Cc1ccc(S(=O)(=O)N2CCC(C(=O)NCCN3CCOCC3)CC2)cc1 | . | 1% | . | 12% | 3% | 0% | -2% | -3 | .
O=C(NCCCN1CCCC1=O)C1CCN(S(=O)(=O)c2ccc(Cl)cc2)CC1 | -4% | 9% | 4% | 0% | 24% | -5% | 15% | 7 | -10%
COC(=O)C1C(O)=C(C=Nc2ccc(N)cc2)C(=O)CC1(C)C (stereo unspecified) | ? | 1% | 15% | -9% | -6% | -15% | 0% | -1 | -17%
CSCCC(NC(=O)c1ccco1)C(=O)NC1CCC(C)CC1 (stereo unspecified) | -1% | 3% | 22% | -28% | -8% | 3% | 2% | 1 | 4%

The listing continues:
SMILES | MCF10A rereplic | WRN helicase inh | ATXN2 expr inh | KB-V1 MDR tox | KB-3-1 cytotox | HT1080 IDH1KD tx | HT1080NT lethal | IL1B secr inh | SW480 rerep
Cc1ccc(-c2csc3nc(-c4ccncc4)[nH]c(=O)c23)cc1 | 18µM* | -1% | -4% | 1% | ? | -9% | -13% | -7 | 5.2µM*
COCCNC(=O)CSc1ncnc2sc(-c3ccccc3)cc12 | 2% | 1% | -2% | -26% | -3% | 22% | 14% | -3 | 3%
COC(=O)[C@H](C)NC(=O)NC1CCN(Cc2ccccc2)CC1 | 3% | -4% | -7% | 1% | 0% | 0% | -8% | -17 | 3%
COc1ccc(CC(=S)N2CCOCC2)cc1 | -4% | -11% | -7% | -10% | 8% | 12% | 13% | 40 | -2%
CCOC(=O)N1CCN(S(=O)(=O)c2cc(OCC)ccc2OCC)CC1 | 2% | 21%[57.1 µM] | -3% | -21% | 0% | -4% | -11% | -4 | 2%
Cc1c(NC2(C#N)CCCC2)c(=O)n(-c2ccccc2)n1C | ? | -1% | . | -9% | 1% | 3% | 5% | -8 | -2%
COc1cc2c(cc1OC)CN(CC(=O)NC(=O)NC(C)(C)C)CC2 | -5% | -1% | -20% | ? | -2% | -2% | 18% | -8 | -29%
Cc1ccc(-c2nnc(CCC(=O)NCc3csc(C)n3)o2)s1 | -8% | 2% | 19% | ? | 7% | -1% | -2% | 4 | -5%
COc1cc(F)c(S(=O)(=O)N2CCOc3ccccc32)cc1OC | -5% | -5% | -3% | -10% | ? | -8% | -8% | -5 | 1%
CC(=O)c1c(N2CCCCC2)nc(=S)n(-c2ccccc2)c1C | 21% | 6% | 7% | 10% | -21% | -1% | 0% | -9 | 4%
CCN(CC)S(=O)(=O)c1ccc(C(=O)OCC(=O)NCc2ccco2)cc1 | 10% | -31% | 0% | 8% | -8% | -22% | -16% | 17 | 4%
COc1ccc(CCN(C)CCC(=O)Nc2cccc(C)c2)cc1OC | -1% | 4% | . | -2% | -18% | -2% | 2% | -22 | 14%

Next results.
SMILES | MCF10A rereplic | WRN helicase inh | ATXN2 expr inh | KB-V1 MDR tox | KB-3-1 cytotox | HT1080 IDH1KD tx | HT1080NT lethal | IL1B secr inh | SW480 rerep
CC/C(=N\NC(=O)OC)c1ccc(OC(F)F)cc1 | -2% | 3% | -20% | 0% | 18% | 0% | 21% | -1 | 2%
COC(=O)C1CCN(C(=O)Nc2ccc(OC)cc2)CC1 | -6% | 1% | 9% | 7% | 3% | 15% | 14% | -14 | 0%
CCCCc1nc2sc3c(SCC(=O)NCc4ccco4)ncnc3c2c2c1CCC2 | 11% | -19% | ? | ? | -4% | 1% | 0% | 17 | 3%[9.22 µM]
CCN(c1ccc(F)cc1)S(=O)(=O)c1ccc2[nH]cc(C(=O)NCCCN3CCOCC3)c(=O)c2c1 | 7% | -3% | 20%[11.3 µM] | 32% | 6% | 5% | 11% | 26 | ?
CC(C)C1C(=O)N(Cc2cn(Cc3ccco3)nn2)CCS(=O)(=O)N1Cc1ccc(-c2ccc(F)cc2)cc1 (stereo unspecified) | . | -4% | ? | -24% | -3% | ? | ? | -15 | .
CCOc1ccc(C2c3[nH]c4ccccc4c3CCN2Cc2cn(CC)nc2C)cc1 (stereo unspecified) | -3% | -3% | 1% | 15% | -3% | -7% | -1% | 18 | 9%
O=C(CC1Oc2ccccc2NC1=O)NCCCN1CCOCC1 (stereo unspecified) | 0% | 3% | 1% | 9% | 1% | 4% | 0% | 6 | 4%
Cc1cc(NC(=O)c2cc(-c3ccccc3)on2)n(-c2ccccc2)n1 | ? | -8%[57.1 µM] | 0% | 2% | -5% | -1%[9.24 µM] | -3% | 0 | ?
Cc1ccc2c(c1)N(CCCC(=O)NCCCN1CCCC1=O)C(=O)CO2 | -4% | -2% | 12% | ? | 0% | 14% | 14% | 5 | -20%
Cc1ccc(Cc2c(-c3cccc(Br)c3)nc3cc(C)c(Br)c(C)n23)cc1 | . | 0% | 14% | 24% | 0% | -4% | -1% | 0 | .
O=C1CCC(=O)N1c1nc2n(n1)C(c1ccccc1)C=C(c1ccc(Br)cc1)N2 (stereo unspecified) | 71%[0.0737 µM] | -4% | -1% | 29% | 11% | -9% | -10% | -12 | -3%
COc1ccccc1N(C(=O)c1snc(C(N)=O)c1N)C(C(=O)NC1CCCC1)c1ccc2ncccc2c1 (stereo unspecified) | ? | 7% | 3% | -25% | 1% | ? | ? | 0 | ?

New compounds follow.
SMILES | MCF10A rereplic | WRN helicase inh | ATXN2 expr inh | KB-V1 MDR tox | KB-3-1 cytotox | HT1080 IDH1KD tx | HT1080NT lethal | IL1B secr inh | SW480 rerep
O=C(NCc1ccncc1)c1cc2ccccc2nc1Cl | -1% | 9% | -5% | -5% | -2% | 4% | 0% | 19 | -16%
CC1CCN(C(=O)c2ccc(-c3ccccc3Cl)o2)CC1 | ? | -2% | 52%[activator] | -1% | -3% | -10% | 1% | -100* | -557%[inhibitor]
CCCc1cc(=O)[nH]c(SCC(=O)Nc2cccc(S(=O)(=O)N3CCOCC3)c2)n1 | -1% | -22% | 4% | . | . | 0% | 0% | 2 | -11%
CCOC(=O)c1nn(-c2cccc(OC)c2)c2nc(Nc3ccccc3)cc(=O)n12 | ? | -13% | -7% | -21% | 1% | -27% | -9% | 24 | 23µM*
O=C(Nc1ccc2c(c1)OCCO2)c1ccc(Cl)c(Cl)c1 | 10% | 3% | 84%[activator] | 3% | -9% | -17% | -15% | ? | -1%
Cc1ccccc1NC(=O)c1ccc(-c2ccc(Cl)cc2Cl)o1 | 13% | -21% | 10% | 0% | 1% | -1% | -5% | -11 | 6%
